Bioassay records as filed in PubChem BioAssay.
KCNK3 inh: human KCNK3 channel inhibition, primary screen; CHO-KCNK3 thallium flux, FluxOR fluorescence; active compounds read low; B-score at 10 µM; O14649; AID 602410; actives 0.84% (n = 340,000);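 active means B-score under library mean minus 4 SD, starting fluorescence ratio at most library mean plus 5 SD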;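 further: more negative B-score means stronger inhibition of thallium flux through KCNK3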
Target sequence (O14649 whole entry, looked up): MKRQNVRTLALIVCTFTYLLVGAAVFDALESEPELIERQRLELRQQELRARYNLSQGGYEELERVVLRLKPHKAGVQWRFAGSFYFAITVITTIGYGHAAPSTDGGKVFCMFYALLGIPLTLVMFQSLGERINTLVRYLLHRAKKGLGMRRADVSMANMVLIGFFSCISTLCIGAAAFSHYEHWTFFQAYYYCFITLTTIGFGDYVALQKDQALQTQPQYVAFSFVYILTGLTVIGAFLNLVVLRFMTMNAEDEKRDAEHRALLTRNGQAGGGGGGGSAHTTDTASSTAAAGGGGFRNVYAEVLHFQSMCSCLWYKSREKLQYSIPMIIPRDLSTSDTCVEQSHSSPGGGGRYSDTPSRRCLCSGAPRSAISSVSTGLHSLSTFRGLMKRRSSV
Calls only; i = inactive. Only part of the results is shown (hit frequency here may not be typical).

Compound	KCNK3 inh
Cc1ccc(C)c(N2CCN(C(=O)CCc3nc(-c4ccccc4C(F)(F)F)no3)CC2)c1	i
Cn1cc(S(=O)(=O)NC[C@H]2O[C@@H](n3cnc4c(N)ncnc43)[C@H](O)[C@@H]2O)cn1	i
CCN1C(C)=CC(=O)[C@@H](O)[C@H]1c1ccccc1Br	i
COc1ccc(CN(C)C(=O)Cn2cnc(C(=O)Nc3ccc(C)c(C)c3)n2)cc1OC	i
O=S(=O)(c1ccc(Br)cc1F)N1CC[C@H](O)C1	i
CC(C)C[C@@H](CN1CCC[C@@H]1CN1C(=O)C(=O)NC[C@@H]1Cc1ccccc1)N1C[C@H](Cc2ccccc2)N(CC2CCCCCC2)C(=O)C1=O	i
NC(=O)c1ncn([C@@H]2O[C@H](CNCc3cc(Br)ccc3OCc3ccccc3)[C@@H](O)[C@H]2O)n1	i
CN(Cc1ccccc1)C(=O)c1cccc(NC(=O)Cc2ccc(NC(=O)C3CCCN(C(=O)C4CCCC4)C3)cc2)c1 (stereo not drawn)	i
CCCCN1CC(COCc2ccccc2)Oc2cccc(OCCN3C(=O)[C@@H]4[C@H](C3=O)C3C=C[C@H]4C3)c2S1(=O)=O (stereo partly drawn)	i
COC(=O)[C@@]1(C)[C@H]2C(=O)N(Cc3ccccc3)C(=O)[C@H]2[C@H]2CN=C(SC)N21	i
CN(C(=O)c1ccc(NC(=O)Cc2cccc(NC(=O)C3CCN(C(=O)C4CC4)CC3)c2)cc1)C1CC1	i
Cc1ccc(S(=O)(=O)N2[C@@H](c3ccc(Br)cc3)C(C(=O)O)=CC[C@H]2c2cccs2)cc1	i
CCOC(=O)C1=CNS(=O)(=O)NC1c1ccc(OC(C)=O)cc1 (stereo not drawn)	i
COC[C@@H]1NS(=O)(=O)c2ccc(Br)cc2O[C@H]1c1ccccc1	i
CCOC(=O)C1=CN(Cc2cccc(Br)c2)S(=O)(=O)N(CC)C1C (stereo not drawn)	i
CC[C@]12c3[nH]c4ccc(Cl)cc4c3CCN1C(=O)[C@@H](CC(=O)NCCCN(C)C)C[C@@H]2C(=O)N1CCN(C(=O)c2ccco2)CC1	i
CC(O)c1cccc(-c2ccc(CN3C[C@]4(CO)O[C@@H](CO)C[C@@H]4S3(=O)=O)cc2)c1 (stereo partly drawn)	i
CCOC(=O)C1=CN(Cc2cccc(F)c2)S(=O)(=O)NC1CCc1ccccc1 (stereo not drawn)	i
Cc1ccc(S(=O)(=O)N2C[C@@H]3c4ccccc4N(S(=O)(=O)c4ccc(C)cc4)[C@@H]3[C@@H](C)C2CC(=O)c2ccccc2)cc1 (stereo partly drawn)	i
COc1cc(OC)c2c(-c3cccc(-c4ccc(OC)c(F)c4)c3)cc(=O)oc2c1	i

Reprinted at random: six entries already listed
Compound	KCNK3 inh
CN(Cc1ccccc1)C(=O)c1cccc(NC(=O)Cc2ccc(NC(=O)C3CCCN(C(=O)C4CCCC4)C3)cc2)c1 (stereo not drawn)	i
COC(=O)[C@@]1(C)[C@H]2C(=O)N(Cc3ccccc3)C(=O)[C@H]2[C@H]2CN=C(SC)N21	i
NC(=O)c1ncn([C@@H]2O[C@H](CNCc3cc(Br)ccc3OCc3ccccc3)[C@@H](O)[C@H]2O)n1	i
COC[C@@H]1NS(=O)(=O)c2ccc(Br)cc2O[C@H]1c1ccccc1	i
CCOC(=O)C1=CN(Cc2cccc(Br)c2)S(=O)(=O)N(CC)C1C (stereo not drawn)	i
CCCCN1CC(COCc2ccccc2)Oc2cccc(OCCN3C(=O)[C@@H]4[C@H](C3=O)C3C=C[C@H]4C3)c2S1(=O)=O (stereo partly drawn)	i

(cont.)
Compound	KCNK3 inh
O=S(=O)(CCNCc1ccco1)NCc1ccccc1	i
Cc1cc2c(s1)c1cnn(-c3ccccc3)c(=O)c1n2C	i
C[C@@H](NCCCn1ccc(NC(=O)OCc2ccccc2)nc1=O)c1cccc2ccccc12	i
COCCCNC(=O)C[C@H]1C[C@H](C(=O)N(C(C)C)C(C)C)[C@@]2(C)c3[nH]c4cc(-c5ccco5)ccc4c3CCN2C1=O	i
O=C(Nc1ccc(C(=O)N2CCCCC2)cc1)C1CC1	i
O=C(C[C@H]1C[C@H](C(=O)N2CCCCC2)[C@@]2(CCc3ccccc3)c3[nH]c4ccc(Cl)cc4c3CCN2C1=O)NCc1cccc(C(F)(F)F)c1	i
Cc1cccc(C(=O)N2[C@@H](C(C)C)COc3cc(Br)ccc3S2(=O)=O)c1	i
CCc1ccc([C@H]2C(C(=O)O)=C[C@@H](C(C)(C)C)N2S(=O)(=O)c2ccc(C)cc2)cc1	i
CN(C)C(=O)CCc1ccc2c3c([nH]c2c1)[C@]1(C)[C@@H](C(=O)N2CCCCC2)C[C@H](CC(=O)NCCCn2ccnc2)C(=O)N1CC3	i
CN(C(=O)c1cccc(NC(=O)Cc2ccc(NC(=O)C3CCN(S(=O)(=O)c4cccc([N+](=O)[O-])c4)CC3)cc2)c1)C1CC1	i
Cc1noc(C)c1S(=O)(=O)Nc1ccc2c(c1)C(=O)N([C@H](C)CO)C[C@H](C)[C@@H](CN(C)C(=O)Nc1ccc3c(c1)OCO3)O2	i
CC(C)(C)S(=O)(=O)N1C[C@@H]2CC/C=C\C/C=C\2[C@H]1CCO	i
COC(=O)c1c(-c2ccccc2OC)sc2cc3c(cc12)OCO3	i
O=S1(=O)c2ccc(Br)cc2N2CCC[C@@H]2CN1Cc1ccc(Cl)cc1	i
C[C@H](CO)N1C[C@H](C)[C@@H](CN(C)C(=O)Nc2ccc3c(c2)OCO3)Oc2ccc(NS(=O)(=O)c3ccc(F)cc3)cc2C1=O	i
CN(CCc1ccccc1)C(=O)c1cccc(NC(=O)Cc2cccc(NC(=O)C3CCN(C(=O)C4CCC4)CC3)c2)c1	i
CC(C)C(=O)N[C@@H]1c2ccccc2CC[C@H]1OCc1ccccc1	i
C=CC1=CCN(S(=O)C(C)(C)C)[C@H]1CCO (stereo partly drawn)	i
CN(C(=O)c1ccc(NC(=O)Cc2ccc(NC(=O)C3CCN(S(=O)(=O)c4cccc([N+](=O)[O-])c4)CC3)cc2)cc1)C1CCCC1	i
CC1=CN(S(=O)(=O)c2ccc(C)cc2)C[C@@H]2[C@H]3CC[C@H](C3)[C@H]12	i
CCOC(=O)[C@H]1[C@H]2COc3ccc(Br)cc3[C@H]2N2C(=O)CN(Cc3ccc(Cl)cc3)C(=O)[C@@]12C	i
CC(C)C[C@@H](CN)NC(=O)c1nc[nH]c1C(=O)N[C@@H](Cc1ccccc1)C(=O)CNC[C@H](C)NC(=O)c1nc[nH]c1C(=O)N[C@@H](C)C(=O)O	i
CCOC(=O)c1c(NC(=O)CN2CCN(S(=O)(=O)c3cc(Cl)ccc3Cl)CC2)sc(C(=O)N(C)C)c1C	i
C=CC[C@H]1C=C[C@@H](C(C(=O)OC)C(=O)OC)CN1C(C)=O	i
COc1ccc(-c2noc(CCC(=O)N3CCN(c4cccc(C)c4C)CC3)n2)cc1	i
COc1cccc(CN(C)CCCn2ccc(NC(=O)OCc3ccccc3)nc2=O)c1	i
CCOC(=O)C1=NS(=O)(=O)NC(C)=C1	i
CCN1C(=O)[C@H]2[C@H]3CN=C(SCc4ccc(C(=O)OC)cc4)N3[C@@](C)(C(=O)OC)[C@H]2C1=O	i
O=C(Cc1ccc(NC(=O)C2CCCN(C(=O)C3CCCC3)C2)cc1)Nc1cccc(C(=O)N2CCCCC2)c1 (stereo not drawn)	i
CC[C@]12c3[nH]c4ccc(OC)cc4c3CCN1C(=O)C(CC(=O)NC(C)(C)C)C[C@@H]2C(=O)N1CCN(C(=O)c2ccco2)CC1 (stereo partly drawn)	i
Nc1ncnc2c1ncn2[C@@H]1O[C@H](CNCc2ccc(OCc3ccccc3)cc2)[C@@H](O)[C@H]1O	i
Cc1oc(=O)cc(OCc2ccccc2)c1C	i
COc1cc(C=O)ccc1OCc1cn(CC(=O)c2ccc(O)cc2)nn1	i
C[C@H](CO)N1C[C@H](C)[C@@H](CN(C)C(=O)Nc2ccc(C(F)(F)F)cc2)Oc2ccc(NC(=O)C3CC3)cc2C1=O	i
COC(=O)CCCN1C(=O)NC(c2ccc(-c3ccccc3)cc2)C(C(=O)OCc2ccccc2)=C1C (stereo not drawn)	i
CC[C@]12c3[nH]c4cc(-c5ccco5)ccc4c3CCN1C(=O)[C@@H](CC(=O)NC(C)(C)C)C[C@@H]2C(=O)N1CCN(C(=O)c2ccco2)CC1	i
O=C(NCc1ccccc1)c1ccc(NC(=O)C2CC2)cc1	i
COc1ccc(S(=O)(=O)N2CCCCC2)cc1NC(=O)Cc1ccc(Br)cc1	i
CCOC(=O)C1=CN(Cc2cccc(F)c2)S(=O)(=O)NC1c1ccc2ccccc2c1 (stereo not drawn)	i
CN[C@H](C(=O)NC[C@H]1O[C@@H](n2cnc3c(N)ncnc32)[C@H](O)[C@@H]1O)[C@@H](C)OCc1ccccc1	i
O=S(=O)(NCc1ccccc1)c1ccccc1NCCc1ccccc1	i
COC(=O)[C@@]1(Cc2ccccc2)[C@H]2C(=O)N(C)C(=O)[C@H]2[C@H]2CN=C(SCC(=O)c3ccccc3)N21	i
COc1ccc2[nH]c3c(c2c1)CCN1C(=O)C(CC(=O)NCCCn2ccnc2)C[C@H](C(=O)N(C(C)C)C(C)C)[C@@]31C (stereo partly drawn)	i
Cc1ccc(NC(=O)c2ncn(CC(=O)N3CCN(c4ccccn4)CC3)n2)cc1C	i
CC(C)CN1Cc2ccccc2Oc2cc(Br)ccc2S1(=O)=O	i
CCN(C[C@H]1N[C@@](C)(C(=O)OC)[C@H]2C(=O)N(C)C(=O)[C@@H]12)C(=O)c1ccccc1	i
CCCCNC(=O)C(C)N(CCN(C)C)C(=O)CCCN1C(=O)NC(c2ccc([N+](=O)[O-])cc2)C(C(=O)OCc2ccccc2)=C1C (stereo not drawn)	i
O=C(C[C@@H]1C/C=C\C[C@@H](Cc2ccc(F)cc2)C(=O)OC[C@H]2CCCN2C1=O)N[C@H](CO)Cc1ccccc1	i
Oc1ccc(C[C@H]2CNC(=S)N2CC2CCCN2C[C@H](Cc2ccc(O)cc2)N2C[C@H](Cc3ccccc3)N(CC3CCCCC3)C2=S)cc1 (stereo partly drawn)	i
CC[C@]12c3[nH]c4ccc(Cl)cc4c3CCN1C(=O)[C@@H](CC(=O)NCc1ccco1)C[C@@H]2C(=O)N1CCN(C(=O)c2ccco2)CC1	i
Cc1noc(C)c1S(=O)(=O)Nc1ccc2c(c1)C(=O)N([C@H](C)CO)C[C@H](C)[C@@H](CN(C)C(=O)Nc1ccc(C(F)(F)F)cc1)O2	i
Cc1ccc([C@@H]2CC=C(C(=O)O)[C@H](c3ccc(C(C)(C)C)cc3)N2S(=O)(=O)c2ccc(C)cc2)cc1	i
CCN(C[C@H]1N[C@@](Cc2ccccc2)(C(=O)OC)[C@H]2C(=O)N(Cc3ccccc3)C(=O)[C@@H]12)C(C)=O	i
CCN1C(=O)[C@H]2[C@H]3CN=C(SC)N3[C@@](CC)(C(=O)OC)[C@H]2C1=O	i
CS(=O)(=O)c1ccc(-c2sc3ccccc3c2C(=O)NCCCN2CCOCC2)cc1	i
CC(C)(C)OC(=O)N1CCC(C(=O)Nc2cccc(C(=O)NCCc3ccccc3)c2)CC1	i
COC(=O)[C@]1(C)N[C@H](CN(C)C(C)=O)[C@@H]2C(=O)N(Cc3ccccc3)C(=O)[C@@H]21	i
CN(Cc1ccccc1)C(=O)c1cccc(NC(=O)Cc2ccc(NC(=O)C3CCCN(C(=O)C4CC4)C3)cc2)c1 (stereo not drawn)	i
CC(C)C[C@H]1CNC(=S)N1CC1CCN(CC2CCC(C(C)(C)C)CC2)CC1 (stereo partly drawn)	i
CCN1C[C@@H]2[C@@H]3C(=O)N(C)C(=O)[C@@H]3[C@](Cc3ccccc3)(C(=O)OC)N2C1=NC1CCCCC1	i

(more compounds)
Compound	KCNK3 inh
C[C@H]1CN[C@H](CCO)/C1=C\c1ccccc1	i
Cc1ccc(S(=O)(=O)N2C[C@@H]3[C@H]4CC[C@H](C4)[C@@H]3[C@@H](C)[C@@H]2c2cccn2Cc2ccccc2)cc1	i
O=S(=O)(NC1CC1)c1ccc(Br)cc1N1CCC[C@H]1CO	i
CCN(CC)C(=O)[C@H]1CC(CC(=O)NCCCn2ccnc2)C(=O)N2CCc3c([nH]c4ccc(OC)cc34)[C@]12C (stereo partly drawn)	i
O=C(Nc1cccc(C(=O)N2CCCCC2)c1)C1CCCCC1	i
COC(=O)[C@]1(Cc2ccccc2)N[C@H](CN(C)C(=O)c2ccccc2)[C@@H]2C(=O)N(C)C(=O)[C@@H]21	i
CC1=CC(=O)[C@@H](OC(=O)Nc2ccc(C)cc2)[C@@H](c2ccccc2Br)N1C	i
CC1(C)CC(=O)C2=C(C1)N(c1ccccc1)C(=O)C(C(=O)OCc1ccccc1)C2 (stereo not drawn)	i
COc1ccc(-c2noc(CCC(=O)N3CCN(c4ccccc4C(F)(F)F)CC3)n2)cc1	i
CC[C@]12c3[nH]c4cc(-c5ccco5)ccc4c3CCN1C(=O)[C@@H](CC(=O)NCC13CC4CC(CC(C4)C1)C3)C[C@@H]2C(=O)N1CCN(C(=O)c2ccco2)CC1	i
COc1ccc(CNC(=O)C[C@H]2C[C@H](C(=O)N(C(C)C)C(C)C)[C@@]3(C)c4[nH]c5cc(CCC(=O)N(C)C)ccc5c4CCN3C2=O)cc1OC	i
c1ccc(COc2ncnc3c2ncn3CCCNCCN2CCOCC2)cc1	i
CN(C)C(=O)CCc1ccc2c3c([nH]c2c1)[C@]1(C)[C@@H](C(=O)N2CCOCC2)C[C@H](CC(=O)NCc2cccc(C(F)(F)F)c2)C(=O)N1CC3	i
C[C@]12c3[nH]c4ccc(Cl)cc4c3CCN1C(=O)[C@@H](CC(=O)NCc1ccco1)C[C@@H]2C(=O)N1CCCCC1	i
